Screening results deposited in PubChem by National Center for Advancing Translational Sciences (NCATS).
ERG Ets-DNA blk: qHTS for Small Molecule Inhibitors of the ERG Ets/DNA interaction | hit rate 0.028% among 370,000 | fluorescence polarization, His-ERG Ets domain / labelled DNA | Potency, µM (titrated, usually from 76.9 µM), inactives show top-dose FP activity, negative = inhibition, most hits filed as inhibitors; active = well fitted inhibition curve with a large enough effect in the polarisation, with a control signal flat; inconclusive = small, poorly fitted or top-dose-only effect, or effect the other way, or a change in a side signal; inactive = no such curve, though single readings can be large or run the other way; the % refers to the polarisation;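 also: polarization taken with two DNA probes labelled with fluorescein and Texas red; potency is read from the fitted curve at half-maximal effect; % of control where 0% means no effect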
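His-tagged ERG Ets domain (1 uM in the protein solution; 300mM KCl, 50mM Tris-HCl, 1mM EDTA, 1mM DTT, pH 7.5) received compound, then a probe mix of 5 nM fluorescein-DNA and 100nM Texas-615-DNA. Fluorescence polarization was read for both dyes.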
TRHR ag: qHTS for Small Molecule Agonists and Allosteric Enhancers of Human TRH Receptor: Primary Screen for Agonists; TRHR cells, calcium flux fluo-8, FDSS agonist mode; activation, % at 2 µM; hit rate 0.18% among 360,000; in the data active = activation above about 30%; also: 0% is about no effect
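Agonist-mode FDSS calcium read (Ex 480/Em 530, 1 s cycles) in 1536-well TRHR cells with fluo-8 dye, after 10-cycle baseline and 23 nL compound addition; TRH at EC20 (10 nM final) added afterwards for the enhancer phase.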
POLI inh: qHTS for Inhibitors of Polymerase Iota; DNA polymerase iota (Homo sapiens), Q9UNA4; Pol iota fluorescent replication assay, 10 min; Potency, µM (titrated, usually from 115 µM), inactives show at the highest dose activity, negative = inhibition, most hits filed as inhibitors; hit rate 1% among 390,000; AID 588590, 2011; also: potency is read from the fitted curve at half-maximal effect
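Pol iota at 10 nM preincubated 15 min with compounds at room temperature; reaction started with fluorescent substrate, 50 nM final. Fluorescence read kinetically at 0 and 10 min; buffer-only wells as negative control.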
POLB inh: qHTS Assay for Inhibitors of DNA Polymerase Beta | AID 485314, 2010 | Pol beta primer extension/strand displacement, fluorescence kinetic | Potency, µM (titrated, usually from 114 µM), for inactives: top-dose activity change, negative = inhibition, most hits filed as inhibitors | hit rate 1.3% among 340,000; also: potency is read from the fitted curve at half-maximal effect; % is scaled to controls: 0 for no effect and ±100 for the full control effect
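Preincubation: enzyme (10 nM) with compound, 15 min, RT. Reaction: substrate added to 50 nM final. Reads: 0 and 10 min. Analysis: normalized, Hill fit.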
Anesthetic bind: qHTS Assay for Identification of Novel General Anesthetics; AID 485281, 2010; hit rate 0.074% among 350,000; apoferritin/1-aminoanthracene competitive binding, fluorescence; Potency, µM (series often up to 77.5 µM), without a hit: at the highest dose activity change, negative = displacement, actives largely listed as inhibitors; Ferritin light chain (Equus caballus), P02791; also: potency is read from the fitted curve at half-maximal effect; % is scaled to controls: 0 for no effect and ±100 for the full control effect; nearly all actives have a fitted effect of over 20% in size
Target sequence (P02791 2-175 limits assumed): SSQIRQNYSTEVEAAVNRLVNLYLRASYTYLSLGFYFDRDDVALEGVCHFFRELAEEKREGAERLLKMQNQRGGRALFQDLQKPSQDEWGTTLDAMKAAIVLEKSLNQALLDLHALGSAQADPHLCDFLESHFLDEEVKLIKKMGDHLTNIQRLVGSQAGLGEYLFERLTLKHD
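Horse-spleen apoferritin (10 uM) in 50% saturated 1-aminoanthracene in PBS was incubated 10 min at room temperature with compound. Fluorescence (ex 380, em 535 nm) was normalized to free and bound 1-AMA, with concentration-response fitted by a four-parameter Hill equation.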
12-LOX inh: Primary qHTS assay for inhibitors of human arachidonate 12S-lipoxygenase (ALOX12): Round 2 | AID 1671190, 2021 | hit rate 1.1% among 580,000 | Polyunsaturated fatty acid lipoxygenase ALOX12 (Homo sapiens), P18054 | purified 12hLO, xylenol orange hydroperoxide absorbance | Potency, µM (doses to about 108 µM), inactives show at the top dose activity change, negative = inhibition, actives largely listed as inhibitors; also: potency is read from the fitted curve at half-maximal effect; % is scaled to controls: 0 for no effect and ±100 for the full control effect
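Purified human 12hLO (150 nM final) in 25 mM Hepes, 0.01% Triton X-100, pH 7.0 was preincubated 15 min at room temperature with compound. Then 40 uM arachidonic acid was added, 30 min. Hydroperoxide was read by Fe-XO absorbance ratio 573/405 nm.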
POLK inh: qHTS for Inhibitors of Polymerase Kappa | DNA polymerase kappa (Homo sapiens), Q9UBT6 | purified Pol kappa, fluorescent DNA synthesis assay, 10 min | Potency, µM (highest dose often 107 µM), without a hit: at the top dose activity, negative = inhibition, most hits filed as inhibitors | hit rate 0.53% among 400,000 | AID 588579, 2011; also: potency is read from the fitted curve at half-maximal effect; % is scaled to controls: 0 for no effect and ±100 for the full control effect
Target sequence (Q9UBT6 whole entry, looked up): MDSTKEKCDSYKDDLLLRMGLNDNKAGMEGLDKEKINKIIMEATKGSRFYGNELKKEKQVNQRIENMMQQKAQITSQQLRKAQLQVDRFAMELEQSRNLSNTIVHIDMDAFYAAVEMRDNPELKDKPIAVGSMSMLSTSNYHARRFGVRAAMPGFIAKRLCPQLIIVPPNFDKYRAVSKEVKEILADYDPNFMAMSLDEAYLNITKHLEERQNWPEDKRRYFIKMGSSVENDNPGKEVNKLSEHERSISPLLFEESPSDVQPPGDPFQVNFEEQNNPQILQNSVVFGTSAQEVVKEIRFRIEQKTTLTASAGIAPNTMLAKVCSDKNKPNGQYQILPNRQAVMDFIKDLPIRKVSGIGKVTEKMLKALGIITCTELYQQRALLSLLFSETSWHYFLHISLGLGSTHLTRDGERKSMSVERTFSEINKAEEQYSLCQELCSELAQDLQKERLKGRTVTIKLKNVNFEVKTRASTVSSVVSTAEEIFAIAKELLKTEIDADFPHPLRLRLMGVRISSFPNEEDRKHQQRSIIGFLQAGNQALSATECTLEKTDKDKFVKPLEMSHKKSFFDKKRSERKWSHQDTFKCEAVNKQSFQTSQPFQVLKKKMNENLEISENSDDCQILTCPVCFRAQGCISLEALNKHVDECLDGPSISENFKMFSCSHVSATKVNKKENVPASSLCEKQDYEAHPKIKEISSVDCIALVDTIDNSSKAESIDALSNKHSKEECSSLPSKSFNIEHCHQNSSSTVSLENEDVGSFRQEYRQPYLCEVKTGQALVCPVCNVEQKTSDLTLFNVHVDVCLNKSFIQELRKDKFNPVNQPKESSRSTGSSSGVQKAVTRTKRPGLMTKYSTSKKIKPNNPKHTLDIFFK
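Enzyme at 10 nM met test compounds for 15 min at room temperature. Substrate addition (50 nM final) began the reaction, which was monitored by fluorescence at 0 and 10 min.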
BLM inh: qHTS Assay for Inhibitors of Bloom's syndrome helicase (BLM) | recombinant BLM DNA unwinding, fluorescence dequenching | Potency, µM (titrated, usually from 56.1 µM), for inactives: top-dose activity change, negative = inhibition, actives largely listed as inhibitors | AID 2528, 2010 | hit rate 0.2% among 350,000;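 also: potency is read from the fitted curve at half-maximal effect; plate controls were vehicle for no effect and no enzyme for full effect; nearly all actives have a fitted effect of over 35% in size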
APEX1 inh: qHTS Assay for Inhibitors of the Human Apurinic/apyrimidinic Endonuclease 1 (APE1); DNA repair nuclease/redox regulator APEX1 (Homo sapiens), P27695; recombinant APE1, TAMRA/BHQ-2 abasic DNA cleavage fluorescence; Potency, µM (highest dose often 65.8 µM), for the others: top-dose activity change, negative = inhibition, hits mostly inhibitors; hit rate 0.35% among 350,000;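 also: potency is read from the fitted curve at half-maximal effect; plate controls were vehicle for no effect and reference inhibitor for full effect; nearly all actives have a fitted effect of over 55% in size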
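Compound pre-exposure to 0.75 nM APE1, 15 min at ambient temperature. Reaction initiated with 50 nM TAMRA/BHQ-2 THF substrate, read immediately in kinetic mode, 525 nm excitation, 598 nm emission.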
Starred values were filed as active, the others as inactive; [ ] = remark or other dose. Unless noted, calls follow the shape of the dose curve; as a rule, active = well fitted curve in the direction sought with a large enough effect; inconclusive = small, poorly fitted or top-dose-only effect, or another doubt; inactive = no such curve, though single readings can be large; an effect the other way counts as inactive or inconclusive.

How did Cc1ccc(C)c(C2=CSC3=NCCN23)c1 do in these assays?
ERG Ets-DNA blk: 2%; TRHR ag: -2.1; POLI inh: 5%; POLB inh: 1%; Anesthetic bind: -7%; 12-LOX inh: -2%; POLK inh: -7%; BLM inh: 14%; APEX1 inh: -2%

Results for COc1ccc(NC(=O)Cc2nnc(SCC(=O)c3ccc(F)cc3)n2C)cc1 ?
ERG Ets-DNA blk: 4%; TRHR ag: 0.0; POLI inh: 46%[activator]; POLB inh: 0%; Anesthetic bind: 2%; 12-LOX inh: -7%; POLK inh: -1%; BLM inh: -5%; APEX1 inh: 28%[12.4 µM]

What do the screens show for `CCc1nnc(NC(=O)OCc2ccccc2)s1`?
TRHR ag: -0.6; POLI inh: 21%; POLB inh: 29%; Anesthetic bind: -15%; 12-LOX inh: 1%; POLK inh: -8%; BLM inh: -4%; APEX1 inh: 9%

What do the screens show for `O=C(NC1CCCC1)C(c1cc2c(cc1[N+](=O)[O-])OCO2)N1CCCC1` (centres undefined)?
ERG Ets-DNA blk: 9%; TRHR ag: 0.2; POLI inh: 196%[activator]; POLB inh: -1%; Anesthetic bind: 0%; 12-LOX inh: 0%; POLK inh: 0%; BLM inh: -3%; APEX1 inh: 3%

What do the screens show for `CN(/N=C/c1ccccc1)C(=S)c1ccccc1`?
ERG Ets-DNA blk: -1%; POLI inh: -38%; 12-LOX inh: 0%; POLK inh: -22%

Results for COc1ccc(C)cc1NC(=O)CN(Cc1nnc(-c2ccc(Cl)cc2)o1)C1CCCC1 ?
ERG Ets-DNA blk: -1%; TRHR ag: 2.2; POLI inh: 5%; POLB inh: -11%; Anesthetic bind: -3%; 12-LOX inh: 9%; POLK inh: -9%; BLM inh: -8%; APEX1 inh: -2%

Results for CC1(C)NC(=O)N(CCOCCOc2ccccc2)C1=O ?
ERG Ets-DNA blk: 13%; TRHR ag: -0.5; POLI inh: 62%[activator]; POLB inh: -3%; Anesthetic bind: -14%; 12-LOX inh: -2%; POLK inh: -1%; BLM inh: -1%; APEX1 inh: -6%

Results for Cc1ccc(C)c(SCC(=O)NNC(=O)c2csc(N3CCOCC3)n2)c1 ?
ERG Ets-DNA blk: -6%; TRHR ag: -1.1; POLI inh: 24%; POLB inh: 11%; Anesthetic bind: inconclusive; 12-LOX inh: 6%; POLK inh: -14%; BLM inh: -4%; APEX1 inh: 30%

Results for Cc1cccc(-n2nnnc2SCC(=O)c2cc(C)n(Cc3ccco3)c2C)c1 ?
ERG Ets-DNA blk: -4%; TRHR ag: 0.1; POLI inh: inconclusive; POLB inh: inconclusive; Anesthetic bind: -6%; 12-LOX inh: inconclusive; POLK inh: -30%; BLM inh: -18%; APEX1 inh: -1%

How did CCN1CCN(C(=O)c2ccc3c(c2)N(Cc2ccc(Cl)cc2)C(=O)c2ccccc2S3(=O)=O)CC1 do in these assays?
ERG Ets-DNA blk: -8%; TRHR ag: 0.5; POLI inh: 17%; POLB inh: 1%; Anesthetic bind: -24%; 12-LOX inh: inconclusive; POLK inh: -15%; BLM inh: -2%

How did CCCN(CC(=O)Nc1ccccc1C)C(=O)C1CCN(S(=O)(=O)c2ccccc2C(F)(F)F)CC1 do in these assays?
ERG Ets-DNA blk: 12%; TRHR ag: 0.0; POLI inh: 17%; 12-LOX inh: 1%; POLK inh: -16%; APEX1 inh: 25%

What do the screens show for `Cc1ccc(NC(=O)CSc2nc3[nH]ncc3c(=O)[nH]2)cc1`?
ERG Ets-DNA blk: 0%; TRHR ag: 0.2; POLI inh: 96%[activator]; POLB inh: -18%; Anesthetic bind: -3%; 12-LOX inh: 1%; POLK inh: -4%; BLM inh: 1%; APEX1 inh: -3%

What do the screens show for `Cc1ccc(/C=N/n2c(-c3cccc(Cl)c3)n[nH]c2=S)o1`?
ERG Ets-DNA blk: -2%; TRHR ag: -0.2; POLI inh: 32%[activator]; POLB inh: -2%; Anesthetic bind: -11%; 12-LOX inh: inconclusive; POLK inh: -15%; BLM inh: -1%; APEX1 inh: -4%

What do the screens show for `COc1cc(C2c3c(oc4ccccc4c3=O)C(=O)N2c2nncs2)cc(OC)c1OC` (centres undefined)?
ERG Ets-DNA blk: 0%; TRHR ag: 1.7; POLI inh: 7%; POLB inh: 36%; Anesthetic bind: -5%; 12-LOX inh: -2%; POLK inh: 6%; BLM inh: -10%

What do the screens show for `CCCC(=O)c1ccc(N2CCCCC2)c(F)c1`?
ERG Ets-DNA blk: 4%; TRHR ag: 0.5; POLI inh: 34%[activator]; POLB inh: -4%; Anesthetic bind: inconclusive; 12-LOX inh: -11%; POLK inh: -12%; BLM inh: -1%; APEX1 inh: 2%

How did COc1ccc(-c2ccccc2)cc1NCc1ccccc1C do in these assays?
ERG Ets-DNA blk: 0%; TRHR ag: -0.9; POLI inh: -6%; POLB inh: 10%; Anesthetic bind: -14%; 12-LOX inh: -28%; POLK inh: -8%; BLM inh: 0%; APEX1 inh: 6%

How did O=C(Cn1c(=O)oc2cc(S(=O)(=O)N3CCCC3)ccc21)Nc1ccccc1Br do in these assays?
ERG Ets-DNA blk: -2%; TRHR ag: 0.0; POLI inh: 8%; POLB inh: 23%; Anesthetic bind: -13%; POLK inh: 0%; BLM inh: -1%; APEX1 inh: -3%

Results for Cc1c(O)c(=O)ccn1Cc1ccccc1 ?
ERG Ets-DNA blk: 2%; TRHR ag: -0.2; POLI inh: 50%[activator]; POLB inh: -1%; Anesthetic bind: -8%[15.3 µM]; 12-LOX inh: inconclusive; POLK inh: 14%; BLM inh: 1%[12.4 µM]; APEX1 inh: inconclusive

What do the screens show for `O=C(NCC(=O)N(Cc1ccc(F)cc1)C(C(=O)NCC1CCCO1)c1ccccc1)c1ccco1` (centres undefined)?
ERG Ets-DNA blk: -5%; TRHR ag: -0.2; POLI inh: 13%; POLB inh: -2%; Anesthetic bind: -8%; 12-LOX inh: 27%; POLK inh: -19%; BLM inh: -3%; APEX1 inh: 29%

How did O=C(Cn1nc(-c2cccc(Cl)c2)ccc1=O)NCC1COCCO1 (centres undefined) do in these assays?
ERG Ets-DNA blk: -9%; TRHR ag: 0.0; POLI inh: 33%[activator]; 12-LOX inh: -20%; POLK inh: -3%; APEX1 inh: 5%

Results for Cc1cc(N2CCOCC2)ccc1/C=C1\NC(=O)N(Cc2ccccc2)C1=O ?
ERG Ets-DNA blk: 6%; TRHR ag: -0.2; POLI inh: -3%; POLB inh: -2%; Anesthetic bind: -18%; 12-LOX inh: -20%; POLK inh: -6%; BLM inh: -5%; APEX1 inh: -5%

Results for O=C(COC(=O)c1cc(=O)[nH]c2ccccc12)Nc1ccc(Cl)cn1 ?
ERG Ets-DNA blk: 8%; TRHR ag: -1.1; POLI inh: 16%; 12-LOX inh: -22%; POLK inh: -17%; APEX1 inh: 20%

How did CCOC(=O)c1c(NC(=O)CN2CCOCC2)sc2c1CCCC2 do in these assays?
ERG Ets-DNA blk: -2%; TRHR ag: -0.3; POLI inh: 5%; POLB inh: 6%; Anesthetic bind: inconclusive; 12-LOX inh: 0%; POLK inh: -14%; BLM inh: -5%; APEX1 inh: 9%

What do the screens show for `CCN(CC)CCCNC(=O)c1ccccc1C`?
ERG Ets-DNA blk: 8%; TRHR ag: 0.4; POLI inh: 2%[58.9 µM]; POLB inh: 0%; Anesthetic bind: -5%; 12-LOX inh: 1%; POLK inh: -2%; BLM inh: -3%; APEX1 inh: 26%

What do the screens show for `O=C(COC(=O)CNC(=O)c1ccc(Cl)cc1Cl)NNC(=O)c1ccccc1`?
ERG Ets-DNA blk: -2%; TRHR ag: 0.5; POLI inh: 38%[activator]; 12-LOX inh: 10%; POLK inh: -9%; APEX1 inh: 26%

What do the screens show for `C/C(=C\c1ccccc1)C1NC(=O)c2c(sc3c2CCCC3)N1` (centres undefined)?
ERG Ets-DNA blk: -8%; TRHR ag: -0.3; POLI inh: 17%; POLB inh: 22%; Anesthetic bind: -13%; 12-LOX inh: inconclusive; POLK inh: -16%; BLM inh: -7%; APEX1 inh: 4%

What do the screens show for `Cc1ccccc1NC(=O)c1c(NC(=O)C(F)(F)F)sc2c1CCCCC2`?
ERG Ets-DNA blk: 5%; TRHR ag: 3.0; POLI inh: 10%; POLB inh: inconclusive; Anesthetic bind: 5%; 12-LOX inh: inconclusive; POLK inh: -4%; BLM inh: -7%

What do the screens show for `CCOC(=O)c1sc(NC(=O)c2ccco2)nc1C`?
ERG Ets-DNA blk: 5%; TRHR ag: 0.1; POLI inh: 14%; POLB inh: 12%; Anesthetic bind: -3%; 12-LOX inh: 0%; POLK inh: -13%; BLM inh: 2%; APEX1 inh: -6%

What do the screens show for `C=CCn1nnnc1SCC(=O)Nc1cccc(C(F)(F)F)c1`?
ERG Ets-DNA blk: -2%; TRHR ag: -0.2; POLI inh: inconclusive; POLB inh: 11%; Anesthetic bind: -14%; 12-LOX inh: inconclusive; POLK inh: -35%; BLM inh: -2%; APEX1 inh: 22%

These rows are one share of the data; rates above refer to the full screens.
